High-throughput results as filed in PubChem BioAssay.
Ins promoter up – insulin promoter activators in MIN6 cells, imaging, high-content screening, mouse beta cells. MIN6 insulin promoter-GFP reporter; hits give high values. 0.3% of 190,000 active. z-score at 5 µM;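 active = z-score above 3 at 5 µM with at least 500 cells counted in the well; inconclusive = wells under 500 cells, flagged as cytotoxic or low count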
MT stabilize HCS – microtubule stabilizers in HeLa cells, primary screen, imaging, high-content imaging; HeLa tubulin immunostaining HCS, 24 h; share of cells brighter than vehicle mean+2SD; % tubulin-high responders, % at 10 µM; 0.83% of 200,000 active;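 active = plate Z-score above 3 for both tubulin-high and condensed-nucleus cell shares, with cell loss under 80%, at 10 µM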;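 note: anti alpha tubulin signal scored within the nucleus-defined area of each cell; some results filed as inactive read as strong as hits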
TNAP activators – human TNAP enzyme activators, primary screen, biochemical, luminescent, no phosphate acceptor, uHTS (AID 1001). 0.03% of 200,000 active. purified TNAP, luminescent activation assay, no phosphate acceptor; higher activation fold means a stronger effect. activation fold at 20 µM; hits with a dose series show EC50 in µM. Alkaline phosphatase, tissue-nonspecific isozyme (Homo sapiens); in the data active = activation fold from about 3, or a potency from the dose series; inactive = the rest, 99 in 100 with activation fold below about 1.6; note: many of its hits are not listed in these tables
T cell HTS – modulators of CD8 T cell-vesicle binding, primary screen, mouse 2C CD8+ T cells, flow cytometry; 2C CD8+ T cell-vesicle binding; hits give low values; calls only at 7 µM; AID 2052, 2009; 0.068% of 330,000 active;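 active = response, share of CD8 T cells binding vesicles, and their 90th percentile fluorescence all below set limits, cut at about 80% in these data, passing the limit was not always enough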
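Material: 2C TCR transgenic mouse naive CD8+ T cells, MACS-purified. Also added: QL9-charged Drosophila Ld/ICAM-1/B7-1 vesicles. Timing: binding 1.5 h at 37 °C. Measured by: high-throughput flow cytometry with anti-B7-1 and anti-CD8 staining. Read-out: percent CD8+ FL2 mean versus row control. Controls: Unloaded micro-vesicles (low), QL9 vesicles with 0.7% DMSO (high).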
Myeloid diff MLP – induction of myeloid progenitor differentiation, primary screen, cell-based, flow cytometry, MLPCN library; ER-HoxA9 myeloid progenitors, lysozyme-GFP differentiation; calls only at 10 µM; 1% of 360,000 active; AID 624256, 2012;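 active = normalized GFP-positive differentiation at or above the plate's own cutoff, the solvent-only control mean plus 3 SD; inconclusive = no clear call, values can overlap the other calls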;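 note: cells exposed to compound for four days before flow analysis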
Dynein transport – inhibitors of GR-EGFP nuclear translocation, primary screen, dynein cargo transport inhibitor project, imaging, high-content, 3617.4 mouse cells; test concentration mostly 20 µM; stimulated with dexamethasone, 1 µM; hits give low values; z-score, hits read low; 0.47% of 220,000 active;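 active = plate z-score of nuclear minus cytoplasmic receptor signal below a set negative limit, without overly bright fluorescence or cell loss, cut at about -3.5 in these data, passing the limit was not always enough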;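 note: z-score of nuclear minus cytoplasmic ring GR-EGFP intensity difference per well; some compounds called inactive have numbers as strong as hits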
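Buffer or medium: tet-free medium with charcoal-stripped serum / Also added: dexamethasone agonist, 1.0 µM final, for 30 min / Timing: induction 48 h, compound 1 h, agonist 30 min / Measured by: high-content fluorescence imaging after fixation / Read-out: nuclear-to-cytoplasmic GR-EGFP distribution per well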
human PMI inhibition – inhibitors of human PMI, primary screen, biochemical, fluorescence intensity, coupled assay (AID 1209) | Mannose-6-phosphate isomerase (Homo sapiens) | purified PMI enzyme, coupled fluorescence intensity; higher % means a stronger effect | one-dose inhibition, % at 20 µM; IC50 in µM for titrated hits | 0.42% of 190,000 active; in the data active = inhibition above about 50%;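 note: plate controls were DMSO vehicle for no effect and wells lacking substrate for full effect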
bCat nuc transl – modulators of beta-catenin nuclear translocation, primary screen, imaging, HeLa cells, immunofluorescence, high-content. nuclear translocation activity, % at 5 µM. 0.3% of 190,000 active;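 active = nuclear translocation activity above 50% at 5 µM, with a well cell count of 50 or more; inconclusive = wells under 50 cells across six images, flagged as toxic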;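 note: per-cell ratio of nuclear to cytoplasmic median beta-catenin stain intensity; plate controls were DMSO negative control for no effect and GSK-3 inhibitor IX positive control for full effect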
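Test system: human HeLa cells, native beta-catenin. Compound dosing: 5 µM primary single dose, 0.1% DMSO, 0.02–20 µM confirmation series. Incubation: compound exposure 24 h at 37°C. Detection: beta-catenin immunostaining with DAPI counterstain, 20x imaging, 6 fields/well. Read-out basis: Nuclear/cytoplasmic beta-catenin signal ratio, % activation.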
Hep lipid drop – inhibitors of hepatocyte lipid droplet formation, primary screen, imaging, high-throughput imaging, BODIPY stain; AID 1656, 2009; AML12 mouse hepatocytes, oleate lipid droplets; 0.4% of 240,000 active; inhibition, % at 6.5 µM;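 active = lipid droplet intensity inhibited by at least 50%, with more than 500 cells counted; inconclusive = wells with under 300 cells, treated as cytotoxic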
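Assay system: AML12 hepatocytes (mouse) / Also added: 100 µM oleic acid challenge / Times: overnight treatment with compound plus oleate / Detection: high-content imaging of BODIPY-stained droplets and DAPI nuclei / Evaluation: % inhibition of lipid droplet signal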
Dynein transport cytoplasmic EGFP – second read-out of Dynein transport, no call of its own (marks repeat the call); z-score; measured here: cytoplasmic GR-EGFP intensity; hits give high values
Dynein transport nuclear GR-EGFP – recorded beside Dynein transport, whose call it bears; z-score; measured here: nuclear GR-EGFP intensity;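 lower value marks the stronger effect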
Dynein transport cell count – second read-out of Dynein transport, no call of its own (marks repeat the call); z-score; measured here: cell count per field
Ins promoter up cell count – further read-out of Ins promoter up, marked with its call; cell count; measured here: cytotoxicity, nuclei count;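 total cells summed across four imaged fields per well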
Hep lipid drop cells 6.5 µM – second read-out of Hep lipid drop, no call of its own (marks repeat the call); cell count; measured here: cell count, cytotoxicity flag;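 cells counted across two imaged fields per well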
bCat nuc transl cell count 5 µM – also measured in bCat nuc transl; calls as there; cell count; measured here: cell count, cytotoxicity flag
T cell HTS vesicle-bound % – recorded beside T cell HTS, whose call it bears; double positive events, %; measured here: CD8+ vesicle-bound cell fraction;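 binding gate set so that unloaded-vesicle control wells show 10% double positive cells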
MT stabilize HCS Hoechst-high % – further read-out of MT stabilize HCS, marked with its call; % Hoechst-high responders; measured here: nuclear condensation Hoechst responders;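 share of cells brighter than vehicle mean plus two SD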
MT stabilize HCS cytotoxicity % – second read-out of MT stabilize HCS, no call of its own (marks repeat the call); toxicity, %; measured here: cytotoxicity by cell density;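 0% = mean cell density of plate MIN control wells and 100% = no cells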
Myeloid diff MLP GFP+ MAC1+ % – recorded beside Myeloid diff MLP, whose call it bears; GFP+ MAC1+ double positive, %; measured here: differentiation confirmed by MAC1 staining
Starred values were filed as active, the others as inactive; i = inactive; ? = inconclusive; · = no result given.

SMILES	Ins promoter up	Ins promoter up cell count	MT stabilize HCS	MT stabilize HCS Hoechst-high %	MT stabilize HCS cytotoxicity %	TNAP activators	T cell HTS	T cell HTS vesicle-bound %	Myeloid diff MLP	Myeloid diff MLP GFP+ MAC1+ %	Dynein transport	Dynein transport cytoplasmic EGFP	Dynein transport nuclear GR-EGFP	Dynein transport cell count	human PMI inhibition	bCat nuc transl	bCat nuc transl cell count 5 µM	Hep lipid drop	Hep lipid drop cells 6.5 µM
CCOc1ccc(N2C(=O)CC(NCc3ccc(S(N)(=O)=O)cc3)C2=O)cc1 (stereo not drawn)	·	·	·	·	·	·	i	32	i	0.4	1.4	-0.17	1.1	-1.2	·	-0.8	1266	2	746
Cc1ccc(S(=O)(=O)NCC2CCC(C(=O)NCc3ccc4c(c3)OCO4)CC2)cc1 (stereo not drawn)	0.49	782	1.1	1.5	8.9	1.1	i	32	i	15	-0.84	0.19	-0.56	1.1	7%	2.6	1121	2	830
COc1ccc(OC)c(Cc2nnc(CCC(=O)NC(C3CC3)C3CC3)o2)c1	·	·	0.9	0.8	2.2	1	i	58	i	0.3	-0.19	-0.13	0.22	0.0073	·	-0.3	1553	6	624
O=C(CN1C(=O)c2ccccc2C1=O)Nc1cc([N+](=O)[O-])ccc1O	0.42	1251	5.3	3.2	3.3	1	i	52	i	0.6	-0.23	-0.35	0.16	0.63	-8%	-1.6	1079	-3	688
Cc1cc(Cl)ccc1NC(=S)NCCCN1CCCC1=O	-0.03	1364	2.9	3.8	8.0	1.2	i	50	i	0.9	0.45	-0.067	0.16	-0.1	1%	-0.7	929	?	·
COc1cc(/C=N/Nc2nc(=O)[nH]nc2C)ccc1O	0.56	1117	·	·	·	·	i	43	i	0.8	0.36	-0.26	0.18	-0.06	·	1.0	1300	-1	719
COc1ccc(Cl)cc1NC(=O)c1ccoc1C	-0.09	1340	1.5	1.8	7.1	1.1	i	25	i	0.8	-0.16	-0.2	-0.092	0.29	0%	-4.2	1226	-25	706
COc1ccc(NC(=S)Nc2cccc([N+](=O)[O-])c2)cc1	·	·	4.3	1.3	3.3	1	i	35	i	2.1	0.44	-0.14	-0.08	-0.58	4%	·	·	·	·
CC(C)(C)NC(=O)/C(=C\c1cccnc1)NC(=O)c1ccco1	-0.26	1445	0.9	1.0	3.9	1.1	i	60	i	0.4	-0.37	-0.36	-0.26	0.48	3%	0.6	1021	17	766
O=C(CCN1C(=O)c2ccccc2C1=O)Nc1ccc(-c2nc3ccccc3s2)cc1	0.12	1547	5.8	2.6	4.9	1.1	i	42	i	0.8	0.15	-0.18	0.28	-0.47	19%	-3.4	1127	-17	658
Cc1ccc(NC(=O)CSc2nnc(Cn3cnc4ccccc43)o2)cc1	1.3	1244	1.9	1.1	12	1.1	i	4	i	0.6	-0.52	-0.099	-0.12	0.44	2%	-1.2	941	·	·
CC(C)(C)NC(=O)C(=O)N/N=C/c1cccs1	·	·	2.0	2.6	3.3	1	i	7	i	0.1	-0.71	-0.2	-0.84	1	-20%	·	·	·	·
COc1ccc2[nH]c(=O)c(CN(Cc3cccs3)S(=O)(=O)c3cccc4nsnc34)cc2c1	-0.85	1225	6.9	3.0	21	1.1	i	28	i	22	0.34	-0.17	0.15	0.071	12%	-0.4	1139	0	641
O=S1(=O)C=C(N2CCCCC2)c2ccccc21	0.68	1347	4.2	1.8	4.9	1.1	i	10	i	1.1	0.5	-0.35	0.089	1	8%	-3.1	946	·	·
COc1ccc(Nc2ccc(Nc3ccc(OC)cc3)nn2)cc1	-0.9	1560	3.7	2.8	4.0	1.1	i	61	i	0.6	0.52	-0.26	0.57	-0.4	6%	0.1	1179	6	586
O=C(O)CCC(=O)CCC(=O)c1ccccc1	-1.2	1609	1.2	2.4	10	1.1	i	28	i	0.7	-0.33	0.015	-0.13	0.85	-8%	0.4	1306	·	·
CCN1C=CC(=C2C(=O)c3ccccc3C2=O)C=C1	·	·	2.0	1.5	1.5	0.9	i	21	i	0.5	-0.13	-0.19	-0.11	-0.058	-15%	·	·	·	·
c1ccc(-c2nc(-c3ccncc3)no2)cc1	0.66	1081	2.0	1.9	4.3	1	i	0	i	1.2	-0.63	-0.23	-0.25	-0.2	6%	-1.4	1097	0	780
Cc1cc(C(=O)N/N=C/c2ccccc2)c(C)o1	·	·	·	·	·	·	i	31	i	0.4	1.1	-0.086	1.3	-2.5	·	0.4	1338	4	698
Cc1ccc(-c2nnn(CC(=O)N(CC3CCCO3)C(C(=O)NC(C)(C)C)c3ccc(F)cc3)n2)o1 (stereo not drawn)	·	·	2.6	3.0	24	1	i	47	i	2.6	1.5	-0.19	0.9	0.49	0%	-1.0	1206	-7	732
Cn1c2ccccc2c2nnc(SCc3nnc(-c4ccccc4)o3)nc21	-0.14	1141	1.8	2.6	6.8	1.1	i	60	·	·	-0.52	-0.14	-0.34	-0.7	·	-0.2	1499	5	704
Cc1cccc(C)c1-n1c(=O)n(Cc2ccccc2)c(=O)c2[nH]cnc21	0.07	1356	·	·	·	·	i	42	i	0.5	0.29	-0.22	0.023	-0.39	·	-0.2	1274	·	·
CCOc1ccc(N2CC(C(=O)Nc3ccc(S(=O)(=O)Nc4ncccn4)cc3)CC2=O)cc1 (stereo not drawn)	0.13	951	2.1	2.3	11	1.1	i	43	i	0.3	-0.79	-0.22	-0.44	1.3	16%	-0.4	1227	-1	802
CN(C(=O)CSc1nnc(-c2ccccc2)n1C)C1CCS(=O)(=O)C1 (stereo not drawn)	0.36	1325	1.1	1.6	6.4	1	i	45	i	0.4	0.41	-0.37	0.14	-0.12	-6%	-5.8	1193	2	721
O=C(NCc1ccc(N2CCCC2=O)cc1)Nc1cccc2ccccc12	0.54	1589	1.9	1.4	6.9	1.1	i	49	i	1.0	-0.42	-0.19	-0.91	-0.16	-2%	2.8	1352	·	·
CCn1c(COc2ccc(=O)n(-c3ccccc3)n2)nnc1SCc1cccc(OC)c1	-0.5	1275	3.5	2.5	15	1	i	39	i	0.6	-0.41	-0.29	0.16	0.27	8%	-3.2	842	·	·
N/C(=N\OC(=O)COc1ccc2ccccc2c1)c1ccccn1	0.53	1434	1.8	1.6	4.9	1.1	i	11	i	1.0	-1	-0.2	-0.58	0.92	5%	0.3	1289	·	·
COCCn1c(SCC(=O)N2CC(=O)Nc3ccccc32)nnc1-c1ccoc1C	0.04	1288	2.9	2.1	1.4	1.1	i	22	i	0.8	-0.92	-0.28	-0.27	-0.2	4%	2.7	905	-6	744
CCOc1cc(NS(=O)(=O)c2ccccc2)c(OCC)cc1NC(=O)c1ccco1	-1	825	3.3	1.9	5.0	1.1	i	31	i	0.0	-0.17	-0.23	-0.17	0.12	26%	2.4	1181	-20	756
Fc1ccc(NC(=S)NC2CCN(Cc3ccccc3)CC2)cc1	0.08	1423	2.8	1.3	12	1.1	i	19	i	0.5	-0.52	-0.26	-0.26	0.73	-5%	-0.2	1532	10	689
CC(=O)N1CCN(CC(=O)c2ccc(Br)cc2)CC1	0.62	1350	2.2	3.6	6.4	1.1	i	58	i	0.6	-0.73	-0.29	-0.52	0.39	-81%	2.4	1030	7	575
CC(=O)N[C@H]1[C@H](OCc2ccccc2F)O[C@H](COC(C)=O)[C@@H](OC(C)=O)[C@@H]1OC(C)=O	-0.2	988	·	·	·	·	i	50	i	0.1	1.2	0.25	1.4	-0.96	·	-0.3	1289	-10	673
Cc1cc(C)n(-c2nc(NCCO)c3c4c(sc3n2)CCCC4)n1	-0.82	1585	5.2	2.6	2.4	1.1	i	56	i	1.1	-1.3	-0.33	-0.42	0.75	8%	-0.7	1143	28	540
COc1cc(/C=N/n2nnnc2N)ccc1O	-0.9	1106	5.5	1.7	6.8	1.1	i	54	i	0.7	0.0059	-0.26	0.61	-0.051	8%	1.1	1171	·	·
CC(=O)Nc1ccc(N(C)S(C)(=O)=O)cc1	0.04	972	1.5	1.4	11	0.9	i	23	i	0.5	0.25	-0.28	0.21	-0.16	-9%	·	·	15	788
